High-throughput results deposited in PubChem BioAssay by several laboratories.
NR2E3 ag-1: NR2E3 agonists in two-hybrid cells, primary screen, cell-based, luminescence, CHO-S, Gal4-NCOR/VP16-NR2E3; Photoreceptor-specific nuclear receptor (Homo sapiens), Q9Y5X4; luciferase; inhibition of corepressor binding, % at 3.98 µM; 360,000 compounds, 0.35% hits; AID 602229, 2012;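 active = inhibition above the mean of all tested compounds plus 3 SD, cut at about 70% in these data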;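 also: 0% = DMSO with NR2E3 transfected cells and 100% = cells lacking NR2E3 construct; higher means lower luciferase signal from less NR2E3 corepressor binding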
Target sequence (Q9Y5X4 whole entry, looked up, the tested form may be a part): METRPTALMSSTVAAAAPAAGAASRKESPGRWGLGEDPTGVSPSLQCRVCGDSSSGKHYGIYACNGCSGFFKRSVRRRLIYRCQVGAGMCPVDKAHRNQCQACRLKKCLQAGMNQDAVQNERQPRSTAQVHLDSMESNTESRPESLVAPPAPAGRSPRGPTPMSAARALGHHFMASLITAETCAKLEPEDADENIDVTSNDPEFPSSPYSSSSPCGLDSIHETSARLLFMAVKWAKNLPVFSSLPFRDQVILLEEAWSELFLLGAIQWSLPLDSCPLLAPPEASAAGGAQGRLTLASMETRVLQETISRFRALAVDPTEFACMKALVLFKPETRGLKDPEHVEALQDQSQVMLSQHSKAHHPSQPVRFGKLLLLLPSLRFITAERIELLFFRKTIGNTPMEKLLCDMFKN
aDG glyco act: activators of alpha-DG glycosylation, primary screen, uHTS, Pro5-aDG cells, AlphaScreen; alpha-DG glycosylation AlphaScreen (IIH6); 0% Pro5, 100% B10-LARGE cell signal; activation, % at 10 µM; 360,000 compounds, 0.22% hits;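 active = activation of at least 8% versus controls, or a plate z-score of at least 8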;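 also: Pro5 are CHO cells carrying HIG-tagged alpha-DG that lacks glycosylation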
MITF TRPM1 inh: inhibitors of MITF-dependent TRPM1 promoter reporter, primary screen, cell-based, SK-MEL-5, single point, luciferase. 330,000 compounds, 0.83% hits. AID 488899, 2010. inhibition, % at 12.5 µM. SK-MEL-5 TRPM1 promoter luciferase, 24 h;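 active = mean inhibition across replicates of 60% or more, whatever share of single replicates reaches that level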; also: values of inactives mirror those of a sister screen read the other way
KKLEB cytotox: cytotoxicity in KKLEB CF airway cells, primary screen, cytotoxicity control for CF NF-kB inhibitor project, cell-based, uHTS, fluorescence assay plates. activity change (cytotoxicity), % at 5 µM. KKLEB CF airway cells viability, ATPlite luminescence, overnight; active compounds read low; cells stimulated with P. aeruginosa culture filtrate. AID 602141, 2011. 360,000 compounds, 0.36% hits;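 active = corrected activity change at or below -50% at 5 µM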
TWEAK Fn14 block: inhibitors of TWEAK-Fn14 signaling, primary screen, luciferase reporter cells, uHTS. AID 1159606, 2016. 360,000 compounds, 2% hits. inhibition, % at 10 µM. TWEAK-stimulated Fn14 reporter cells, luciferase luminescence, 8 h; in the data active = inhibition above about 50%
Shn3 inh set2: reduction of Shn3 3'UTR firefly luciferase signal, primary screen, Schnurri-3 inhibitor project, cell-based, Clone20 osteoblasts, set 2. 360,000 compounds, 0.52% hits. Clone20 osteoblast Shn3 3'UTR firefly luciferase, 24 h. AID 588674, 2011. inhibition, % at 12.5 µM;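 active = mean inhibition of at least 75% with every replicate also reaching 75%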;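 also: 0% = median of neutral control wells and 100% = pilot-screen positive control compound; some compounds past the cut are filed as inactive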
NR2E3 ag-2: inhibitors of NR2E3-RetCOR corepressor binding, primary screen, NR2E3 agonist project, biochemical, TR-FRET, GST-NR2E3, biotin-RetCOR | 1536-well | inhibition of corepressor binding, % at 4.78 µM | 320,000 compounds, 0.12% hits | AID 2300, 2010;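 active = percent inhibition above the cutoff of mean plus 3 SD of all tested compounds, set per screening campaign, cut at about 20% in these data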;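 also: 0% = DMSO wells and 100% = biotin wells as full block of FRET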
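System: GST-tagged NR2E3 plus biotinylated RetCOR corepressor; Amount: 1.35 nM GST-tagged NR2E3 final; Dosing: single nominal compound dose of 4.8 µM; Schedule: 5 h incubation at 4 °C; Technique: TR-FRET with europium anti-GST and streptavidin-D2, 340 nm excitation; Controls: biotin wells as high control, 0.6% DMSO wells as low control.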
iPSC survival up: enhancers of single-cell hiPSC survival, primary screen, ATPlite luminescence. survival enhancement, % at 20 µM. AID 602274, 2012. 360,000 compounds, 0.044% hits. 100% = ROCK inhibitor wells, 0% = DMSO; in the data active = survival enhancement above about 18%;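 also: cells exposed to compounds for 16 hours before the ATP read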
CF NFkB inh: inhibitors of PAF-induced NF-kB signaling, primary screen, cell-based, GFP fluorescence, uHTS; KKLEB NF-kB-GFP reporter, GFP fluorescence overnight; inhibition, % at 5 µM; 360,000 compounds, 0.86% hits; AID 588850, 2011;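 active = at least 50% inhibition at 5 µM, scaled per plate between neutral and stimulator controls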;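 also: PAF is a Pseudomonas aeruginosa culture filtrate used as stimulus; plate controls were PAF-stimulated DMSO wells for no effect and unstimulated DMSO wells for full effect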
HIF-2a inh: HIF-2a reporter inhibitors, primary screen, luminescence, 786-0 RCC cells; 786-0 RCC cells HIF-2a reporter, luciferase luminescence, overnight; inhibition, % at 18.8 µM; 360,000 compounds, 0.72% hits; AID 624352, 2012;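 active = inhibition of the luminescence signal of 40% or more relative to plate controls, in a single-dose primary screen at 18.75 µM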
Peg3 prom inh: Peg3 promoter-driven luciferase inhibitors, primary screen, cell-based, HeLa, luciferase luminescence | inhibition, % at 20 µM | HeLa PEG-Prom luciferase reporter, overnight | 360,000 compounds, 1.7% hits | AID 588405, 2011;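 active = inhibition of at least 50% at 20 µM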
An asterisk follows results filed as active; . = no result given.

SMILES	NR2E3 ag-1	aDG glyco act	MITF TRPM1 inh	KKLEB cytotox	TWEAK Fn14 block	Shn3 inh set2	NR2E3 ag-2	iPSC survival up	CF NFkB inh	HIF-2a inh	Peg3 prom inh
Cc1ccc(S(=O)(=O)N2CCCC(C(=O)NCCCN3CCCCC3C)C2)cc1 (centres undefined)	12	0.0	5	-2	29	20	3	3.3	-10	6	3
CCNC(=O)NC(=O)COC(=O)c1cccc(S(=O)(=O)N2CC3(C)CC2CC(C)(C)C3)c1 (centres undefined)	-13	0.2	4	4	-1	11	7	1.6	7	6	-7
Cc1ccc(C(=O)COc2ccc3ccc(=O)oc3c2)cc1	-3	0.0	-24	7	-35	-4	3	-0.8	1	-84	-85
CN(C)CCCn1c(SCC(=O)Nc2nccs2)nnc1-c1ccncc1	10	0.0	0	10	-1	-10	5	-0.2	8	-4	20
Cc1ccccc1NC(=O)C1CCCN1S(=O)(=O)c1ccc2c(c1)n(C)c(=O)c(=O)n2C (centres undefined)	-14	-0.2	0	6	0	-15	3	1.9	-14	17	11
CC1(C)CC(NC(=O)Cc2ccccc2[N+](=O)[O-])CC(C)(C)N1	-17	0.1	4	12	-1	-1	3	-0.9	-12	13	9
C/C(N)=C(/C#N)C(=O)COC(=O)C1CSC2(c3ccc(F)cc3)CCC(=O)N12 (centres undefined)	-5	-0.1	6	6	19	4	2	0.3	-4	1	10
COc1ccc(-c2[nH]ncc2-c2cnc(C)s2)c(O)c1	4	0.0	7	-13	4	-14	2	-2.9	14	6	15
Cc1nn(C)c(C)c1NC(=O)CSc1nc(Cc2ccccc2)nc2c1cnn2-c1ccccc1	-1	-0.2	-7	-6	-43	15	2	-2.4	0	1	96*
CCN(CC)C(=O)c1ccccc1NC(=O)c1ccccc1	18	0.0	-4	-8	-3	-2	-5	2.7	20	13	-4
O=C(CSc1nnnn1C1CCCCC1)N1CCCC1	-2	-0.1	-6	-10	9	-3	2	0.6	-8	-18	-3
CCN(CC)S(=O)(=O)c1ccc2c(c1)NC(=O)C1CCCN21 (centres undefined)	-11	-0.2	12	2	17	1	-2	-0.5	-17	6	17
C=CCNC(=S)Nc1sc2c(c1C(=O)OCC)CC(C)(CC)OC2 (centres undefined)	-27	-0.5	-9	-10	-13	-4	1	-1.1	-1	19	14
Cc1cc(C)c(NC(=O)Nc2ccccc2C)c(Cl)c1	-12	0.0	2	-9	-22	-9	2	-0.3	16	-3	7
COc1ccc(C2c3ccc4ccccc4c3Oc3ncn4nc(Cc5ccccc5)nc4c32)cc1OC (centres undefined)	-3	-0.2	-1	-3	8	17	2	-3.0	36	17	1
O=C(NCC1CCN(Cc2ccc(F)cc2)CC1)C1CCCN(c2ncnc3c2nc2n3CCCCC2)C1 (centres undefined)	9	5.1	0	-9	8	19	-2	0.2	2	17	22
CCC1(C)COC2(OC1)C(=O)Nc1ccccc12 (centres undefined)	-20	0.8	4	-7	-5	11	1	-0.8	-1	-3	-4
O=C(CCCNC(=O)/C(=C\c1ccccc1F)NC(=O)c1ccccc1)OCc1ccccc1	1	0.2	0	4	-12	-4	2	4.0	-6	3	4
O=C(NC1CCCCCCC1)c1ccc(Br)cc1	-111	0.1	.	-10	-35	-148	0	-0.7	10	-281	-314
COc1cccc(NC2=C(Cl)C(=O)OC2OC(=O)c2ccco2)c1 (centres undefined)	1	0.1	-9	9	25	-5	4	-0.3	26	10	12
CCOc1ccccc1NC(=O)COC(=O)CSc1ccc(Cl)cc1	0	-0.3	-10	-12	-19	-34	2	-4.3	-10	14	7
COc1ccccc1NC(=O)CSc1ccc2nnc(-c3ccc(C)cc3)n2n1	-1	0.0	.	-35	16	5	3	2.8	13	28	7
NC(=O)CC(NC(=O)c1cccc(Br)c1)c1ccc(N2CCC(N3CCCCC3)CC2)c([N+](=O)[O-])c1 (centres undefined)	18	0.2	-13	0	-7	6	0	-0.3	-6	7	0
CCOC(=O)c1c(C)nc(SC)c(C#N)c1-c1ccccc1	-5	0.0	-9	12	-18	17	0	0.5	10	16	3
CCOC(=O)c1oc2ccccc2c1CN1CCCCC1	-4	-0.2	0	-1	5	13	0	-0.2	10	17	3
COc1ccc(Nc2nc(NCCO)nc(OC)n2)cc1	0	0.0	10	-1	-5	0	0	-0.2	-10	-3	-4
Cc1csc(N/N=C/c2ccc([N+](=O)[O-])cc2)n1	-31	0.0	-69	-7	-15	-42	2	-0.6	-34	-329	-194
Nc1ncnc2c1ncn2[C@@H]1O[C@H](CNC(=O)[C@@H](N)Cc2ccc(C(=O)c3ccccc3)cc2)[C@@H](O)[C@H]1O	-13	0.0	.	-14	-12	1	.	-0.7	0	17	-8
CS(=O)(=O)N(CC(N)=O)Cc1ccc(Cl)cc1	10	-0.1	5	2	25	2	-1	-2.5	18	7	1
COC(=O)c1c(C)[nH]c(C(=O)CN2CCOCC2)c1C	5	-0.6	10	-4	14	-20	-1	-0.7	-9	12	-15
O=C(CSc1nc(-c2ccc(F)cc2)cs1)NCCN1C(=O)CSC1=O	-3	0.9	-16	1	13	-26	-1	-0.6	-3	-123	-124
COc1cc2c(cc1OC)C(c1cc(C)ccc1C)CC(=O)N2 (centres undefined)	-5	0.1	7	-4	7	-11	.	0.6	7	21	3
CCOCC(=O)Nc1ccc([N+](=O)[O-])cc1C	28	0.6	-1	2	-31	11	4	-0.8	-56	-4	-4
CCCCCN1C/C=C\C(c2ccc(OC)cc2)N(Cc2ccc(F)cc2)C(=O)C1 (centres undefined)	4	0.0	9	1	10	-6	3	1.1	14	5	4
COc1ccc(/C=N/NC(=O)Nc2cccc3nsnc23)c(OC)c1	-13	0.6	-15	-1	10	-21	2	1.0	14	24	-5
CCC(C)N(C(=O)COC(=O)CSc1ccc(C)c(C)c1)C1CCS(=O)(=O)C1 (centres undefined)	-22	-0.1	-6	19	4	1	-2	-1.7	21	10	6
Nc1ccc(NC(=O)c2ccco2)c(Cl)c1	-24	0.3	3	22	1	-17	-1	-3.8	7	-32	-42
Cc1ccc(CSCC(=O)N(C)CC(=O)Nc2ccccc2Cl)cc1	7	-0.1	-4	13	-15	-1	6	-0.1	-5	3	5
CCC(=O)NC1=C(Nc2ccc(N)cc2)C(=O)c2ccccc2C1=O	-128	0.1	-14	-6	52*	-45	-18	-0.8	-36	-179	-169
O=C(COc1cccc2cccnc12)N1CCc2ccccc21	2	-0.3	-17	4	-17	-7	7	0.9	17	-128	-84
COc1ccc(/C(C)=N/Nc2nc(C)c(C(C)=O)s2)cc1	-37	0.0	-32	-2	-7	-26	-1	-0.7	1	-92	-37
Cc1ccccc1Nc1c(F)c(F)c(F)c(F)c1C(=O)O	-36	-0.5	3	-2	0	-18	5	1.3	8	13	-3
O=C(c1nn(-c2ccccc2)c(=O)c2ccccc12)N1CCN(c2ncccn2)CC1	-24	-0.1	3	9	-19	-11	6	3.9	-2	7	7
Cn1nnnc1SCC(=O)NC(C)(C)C	3	-0.3	-3	6	0	.	3	-0.6	1	5	-5
COC(=O)c1ccc(COC(=O)CNC(=O)C2CCCCC2)cc1	2	0.2	1	0	-12	-1	.	-2.1	-20	11	-1

Compound profiles, as listed above.
CCC(C)N(C(=O)COC(=O)CSc1ccc(C)c(C)c1)C1CCS(=O)(=O)C1 (centres undefined) across the screens: NR2E3 ag-1 = -22; aDG glyco act = -0.1; MITF TRPM1 inh = -6; KKLEB cytotox = 19; TWEAK Fn14 block = 4; Shn3 inh set2 = 1; NR2E3 ag-2 = -2; iPSC survival up = -1.7; CF NFkB inh = 21; HIF-2a inh = 10; Peg3 prom inh = 6
COC(=O)c1ccc(COC(=O)CNC(=O)C2CCCCC2)cc1 across the screens: NR2E3 ag-1 = 2; aDG glyco act = 0.2; MITF TRPM1 inh = 1; KKLEB cytotox = 0; TWEAK Fn14 block = -12; Shn3 inh set2 = -1; NR2E3 ag-2 = .; iPSC survival up = -2.1; CF NFkB inh = -20; HIF-2a inh = 11; Peg3 prom inh = -1

Further results:
SMILES	NR2E3 ag-1	aDG glyco act	MITF TRPM1 inh	KKLEB cytotox	TWEAK Fn14 block	Shn3 inh set2	NR2E3 ag-2	iPSC survival up	CF NFkB inh	HIF-2a inh	Peg3 prom inh
CC(Sc1nnc(-c2ccccc2F)n1C1CC1)C(N)=O (centres undefined)	-21	0.1	-3	0	11	13	0	0.1	-6	0	0
C/C(=N\NC(N)=S)c1ccc(Cl)s1	-11	0.1	6	2	-1	-1	2	-1.2	-26	-8	30
Cn1nc(C(F)(F)F)c2cc(NC(=O)OCC(C)(C)C)sc21	8	0.4	5	1	-3	6	1	1.1	0	-8	-5
COCCN1CCN(Cc2nc(Cc3ccc(OC)c(OC)c3)no2)CC1	-12	-0.3	-1	1	17	-11	-1	0.0	-5	10	1
O=C(COc1ccc2ccccc2c1)Nc1cccc2cccnc12	-26	0.0	-10	18	5	13	1	-2.2	-21	-54	-25
c1ccc2[nH]c(CSc3ncnc4c3oc3ccccc34)nc2c1	-10	0.6	-2	-6	13	2	-4	3.2	-22	-97	-80
S=c1[nH]nc(CCc2ccc(Cl)cc2)o1	-10	0.1	11	-6	-5	-8	-5	-0.3	9	6	6
CC(=O)Nc1nnc(CCN2CCCCC2)s1	26	-0.2	-1	-13	-6	-11	3	-0.2	5	7	11
OCCC1CN(Cc2ccsc2)CCN1C1CCCC1 (centres undefined)	20	-0.1	6	-5	1	-14	1	-0.3	-16	12	6
O=C(NCC(F)(F)F)Nc1ncccn1	-28	-0.2	2	7	-2	-10	-2	-1.2	-8	9	19
COc1ccc(CC(=O)N(C)Cc2ccc(C(C)(C)C)cc2)cc1S(=O)(=O)N1CCOCC1	9	-0.3	-2	3	-9	20	0	-0.4	-18	-5	15
Nc1c(S(=O)(=O)c2ccccc2)cnc2c(-c3ccc(F)cc3)cnn12	15	-0.1	-9	9	-19	-5	0	-0.2	12	8	24
Cc1ccc(S(=O)(=O)N2C[C@H]3[C@H]4C(=O)N(c5ccccc5)C(=O)[C@H]4CC(=O)[C@H]3[C@@H]2c2ccc(Cl)cc2)cc1	20	0.0	.	5	-5	-11	.	-0.6	-19	5	-1
Cc1c(C(=O)NCc2ccccc2)oc2ccc(S(=O)(=O)N3CCCC3)cc12	3	0.0	-4	-14	-3	6	2	0.5	16	17	34
